# Screens: PubChem BioAssay, several laboratories
# INS promoter inh = inhibitors of insulin promoter-driven GFP, primary screen, imaging, TRM-6 cells (human fetal islet line), eGFP reporter, cell count | inhibition, % at 2 µM | reporter expression induced with tamoxifen | actives 0.9% (n = 130,000) | AID 1273, 2008;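 active means inhibition above the mean plus 3 SD, with well images judged a real hit on visual review, cut at about 60% in these data, passing the limit was not always enough; inconclusive means inhibition over the cutoff but images rejected on review; inactive means inhibition not above the cutoff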
# sdo1 growth = growth rescue of sdo1-depleted yeast, primary screen, S. cerevisiae, bone marrow failure model; S. cerevisiae sdo1-depleted JHY4D growth rescue, OD600 30 h; active compounds read high; pdr5 snq2 efflux-pump mutant strain; z-score at 10 µM; actives 0.21% (n = 140,000);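 active means z-score above 3 at both the 24 hr and the 30 hr optical density reads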;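 further: z-score against mean and SD of all compound wells on the same plate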
# sdo1 growth Rescue 24 h = recorded beside sdo1 growth, whose call it bears; z-score; S. cerevisiae sdo1-depleted JHY4D growth rescue, OD600; measured here: growth rescue at 24 h;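 0 is the plate mean of compound wells and units are plate SD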
# * marks the source's active call; other numbers are inactive results; u = inconclusive; x = no result given; [ ] = another dose, or the depositor's remark.
INS promoter inh	sdo1 growth	sdo1 growth Rescue 24 h	smiles
8	x	x	Cc1cc(NC(=O)CSc2nnc(C3COc4ccccc4O3)n2C)no1 (configuration not stated)
7	-0.76	-0.58	O=C(c1ccncc1)N(c1ccc2oc3c(c2c1)CCCC3)S(=O)(=O)c1ccc(F)cc1
0	-0.4	-0.11	CC(C)Nc1nc(NC(C)C)nc(N(C#N)CCOc2ccc(Cl)cc2Cl)n1
-10	x	x	Cc1cccc(NC(=S)NCC(C)CSc2ccc(Cl)cc2)c1 (configuration not stated)
x	-0.88	0.1	Cc1ccc2nc(/C(C#N)=C/c3ccc(-c4cccc([N+](=O)[O-])c4)o3)[nH]c2c1
81*	-0.59	-0.81	COC(=O)/C(C#N)=C1/C=Cc2ccccc2N1C
0	x	x	COc1ccccc1CNC(=O)c1csc2c1CCCC2
36	-0.55	-0.56	CCCCn1c(=NC(=O)c2ccco2)c(C(=O)OCC)cc2c(=O)n3ccccc3nc21
-67	x	x	S=C(Nc1ccccc1Cl)N(Cc1ccccc1)Cc1cccnc1
-41	-0.51	-0.66	C/C(=N/NS(=O)(=O)c1ccc(Br)cc1)c1ccc(C)o1
28	-0.16	-1.1	O=C(CSc1cc([N+](=O)[O-])cc(S(=O)(=O)Cc2ccccc2)c1)NC1CC1
-22	-0.07[8.5 µM]	0.15	Cc1cccc(-n2ncc3c(NCCN4CCOCC4)ncnc32)c1
x	0.06	-0.07	CN(O)/C=c1/ccc2c(n1)C(=O)C=CC=2
-24	-0.99	-0.34	O=C(CSc1nc2ccccc2o1)N1CCN(c2ccc(Cl)cc2)CC1
50	x	x	Cc1ccc(OCC(=O)O/N=C(\N)c2cccnc2)cc1
-42	2.7	3.5	O=C(NCCNS(=O)(=O)c1ccccc1)N1CCOCC1
x	-1	-0.38	COC(=O)c1ccc(CN(c2ccc(C)cc2)S(=O)(=O)c2ccc3c(c2)OCCO3)o1
31	0.75	0.92	CCCN1C=CC(=C2C(=O)c3ccccc3C2=O)C=C1
12	-0.84	-0.74	CCC(C(=O)Nc1nnc(-c2ccco2)s1)c1ccccc1 (configuration not stated)
-14	-0.31	-0.66	Cc1cc(C)nc(SCc2n[nH]c(=S)n2C)n1
-18	x	x	COc1ccc2c(c1)CC/C2=N\OC(=O)c1ccccc1OC
37	1.4	1.4	CCOC(=O)c1[nH]c(=O)[nH]c1CSCCO
x	0.53	-0.28	CN1C(=O)/C(=C2/C=CC=CN2C)OC1=S
33	x	x	Cc1ccc(N2CC(C(=O)NCc3ccc(C)n3C)CC2=O)cc1 (configuration not stated)
-13	x	x	Cc1nc2ccc(S(=O)(=O)NCC(=O)Nc3cccc(F)c3)cc2s1
-30	0.14	-0.12	CNC(=S)N(CCc1c(C)[nH]c2ccc(C)cc12)Cc1cc(OC)c(OC)c(OC)c1
-51	-0.84	-1.3	Cc1c(CN(C)C(=O)c2sc3cc(Cl)ccc3c2Cl)cnn1C
-25	0.25	-0.38	CCN(C)c1ccc(/C=N\n2nnnc2N)cc1
20	0.18	-0.5	COc1ccc(/C=N/NC(=O)CNC(=O)c2ccc3c(c2)OCCO3)cc1OC
x	0.42	0.46	COc1ccc(S(=O)(=O)N(CC(=O)Nc2cc(C)on2)Cc2ccccc2)cc1
-79	x	x	CC(C)CN(C(=O)C(c1ccccc1)c1ccccc1)c1c(N)n(CC(C)C)c(=O)[nH]c1=O
-83	0.1	-0.57	COc1ccccc1CN(C(=O)Cc1cccs1)C(C(=O)NC1CCCC1)c1ccncc1 (configuration not stated)
-438	0.94	0.64	CC(CC(=O)NCc1cccnc1)c1ccccc1 (configuration not stated)
33	0.23	1.6	Cc1ccc(Cn2c(SCC(=O)NCC3CCCO3)nc3c(sc4ccccc43)c2=O)cc1 (configuration not stated)
-52	0.09	-0.34	O=C(NCc1cccnc1)C(=O)NCC1OCCN1S(=O)(=O)c1ccc(Cl)cc1 (configuration not stated)
13	0.37	0.36	Cc1ccccc1Cn1nc(C)c(NC(=O)c2noc3c2CCCC3)c1C
21	x	x	CCOC(=O)C1CCCN(Cc2cc(=O)oc3cc(C)c(C(C)C)cc23)C1 (configuration not stated)
x	2	2	Cc1ccc(-c2nnc(SCC(=O)NNC(=O)COc3cccc4ccccc34)n2C)cc1
55	x	x	CCCCn1c(N)c(N(CC)C(=O)C(c2ccccc2)c2ccccc2)c(=O)[nH]c1=O
-488	0.94	1.5	CC(C)CNS(=O)(=O)c1ccc(CCC(=O)NCc2ccco2)cc1
3	3.1	2	O=[N+]([O-])c1cccc(C(=Nc2cccc(Cl)c2)NO)c1
-11	0.68	1.3	CCOc1ccc(NC(=S)N2CCC(N(C)CC3CCCO3)CC2)cc1 (configuration not stated)
49	-0.03	-0.65	CCCCC1CC(CSC(=N)N)OC1=O (configuration not stated)
u	-0.07	0.54	O=C(Nc1ccc(Br)c(Cl)c1)C1CC1
10	-1.7	-1.6	Cc1cccc(N/N=C(\C(N)=O)C2=NC(C)(C)Cc3ccccc32)c1
21	-0.63	-1.2	NC(=O)c1cc(N2C(=O)C3CC=CCC3C2=O)ccc1N1CCCCC1 (configuration not stated)
x	-1.1	-1.5	CCCn1c(N2CCN(S(=O)(=O)Cc3ccccc3)CC2)nc2ccccc21
x	0.79	0.64	Cc1cc(C(=O)Nc2ccc(C(=O)O)cc2)c(-c2ccccc2)o1
x	-1.1	-0.09	Cc1ccc(NC(=O)CCCCCCCCCCC2COCCO2)c(C)c1 (configuration not stated)
x	-1.2	-0.31	COCCn1c(C2CCCCC2)nc2sc3ccccc3c(=O)c2c1=O
x	-0.02	-0.16	Cc1ccc(S(=O)(=O)N2CCN(c3ccc(C(F)(F)F)cc3[N+](=O)[O-])CC2)cc1
-18	0.2	-0.14	CC(C)[C@H](NS(=O)(=O)c1ccc2c(c1)OCCO2)C(=O)OCC(=O)Nc1ccccc1
13	1	1.7	O=C1N/C(=C\c2ccccc2)C(O)=C1C=NCc1ccccc1
-70	0	-0.14	CCOC(=O)Cn1nc(-c2ccc(C)cc2)ccc1=O
x	-0.67	-0.95	O=C(c1ccc(S(=O)(=O)N2CCOCC2)cc1)N1CCN(c2ccccc2)CC1
29	0.68	5.3	C=CCn1c(=O)c(C(=O)Nc2ccccc2O)c(O)c2ccccc21
-203	0.86	0.65	CC[n+]1c(/C=C/C=C/N(C(C)=O)c2ccccc2)sc2ccccc21
0	-0.76	-0.85	O=C(COc1ccccc1[N+](=O)[O-])OCC(=O)N1CCC(Cc2ccccc2)CC1
x	1	0.31	O=C(CC1C(=O)NCCN1C(=S)Nc1ccccc1)Nc1ccc(F)cc1 (configuration not stated)
x	1.1	1.4	CCCn1c(SCC(=O)N2CCCC2)nc2c1c(=O)n(C)c(=O)n2C

# Some of the entries so far, with two lines to a compound.
# Values run as follows: INS promoter inh, sdo1 growth, sdo1 growth Rescue 24 h
- O=C(c1ccc(S(=O)(=O)N2CCOCC2)cc1)N1CCN(c2ccccc2)CC1
    x, -0.67, -0.95
- C=CCn1c(=O)c(C(=O)Nc2ccccc2O)c(O)c2ccccc21
    29, 0.68, 5.3
- CC[n+]1c(/C=C/C=C/N(C(C)=O)c2ccccc2)sc2ccccc21
    -203, 0.86, 0.65
- O=C(COc1ccccc1[N+](=O)[O-])OCC(=O)N1CCC(Cc2ccccc2)CC1
    0, -0.76, -0.85

# Next results
INS promoter inh	sdo1 growth	sdo1 growth Rescue 24 h	smiles
14	0.74	0.6	CN(C)c1ccnc(Oc2ccccc2)c1C#N
9	-0.65	-0.24	O=C(CN1CCCc2ccccc21)NCc1ccc2c(c1)OCO2
u	-1.9	-0.26	Cc1ccc(CNc2nc3ccccc3s2)s1
38	1.1	0.72	N#Cc1cnc2ncnn2c1-c1ccccc1
x	0.57	0.65	O=C(O)CSC1=NC(=Nc2cccc(Cl)c2)C2(CCCCC2)N1c1ccccc1
8	x	x	O=C(CN1C(=O)NC2(CCSC2)C1=O)N1CCN(c2ccc(F)cc2)CC1 (configuration not stated)
2	1.2	1.8	O=c1[nH]cnc2c1sc1nc3c(c(-c4ccc(Cl)cc4)c12)CCC3
-7	-0.06	0.86	COc1ccc(NC(=O)Cn2c(=O)n(CC(=O)NCc3ccco3)c(=O)c3ccccc32)cc1
-9	1.3	1.6	CSc1nc(N)nc(-c2cccs2)c1C#N
-407	-0.42	-1.1	Cc1ccn(C(=O)c2ccc(NC(=O)C3CCCCC3)cc2)n1
46	0.03	0.33	Cc1ccc(N2C(=O)C3C4C=CC(CNC(=S)Nc5ccc(F)cc5)(O4)C3C2=O)cc1 (configuration not stated)
-9	-0.87	0.34	CCOC(=O)CCCSc1nc2sc3c(c2c(=O)[nH]1)CCC3
-8	-0.25	-0.23	CCNC(=O)CN(CCc1ccccc1)S(=O)(=O)c1ccc(OC)cc1
x	1.6	1.6	CCCCNC(=O)NNC(=O)c1ccoc1C
x	-0.67	-0.11	CC1CCCCC1NC(=O)CSc1nnc(COc2ccccc2Cl)o1 (configuration not stated)
-55	x	x	CCOc1ccccc1CNc1ccc(O)cc1
-47	1.2	1.8	Cc1ccc(/C=N/NC(=O)Cn2nc(C)c(Br)c2C)o1
40	-0.42	-0.35	O=C(c1ccco1)N1CCN(c2nc(-c3ccc(F)cc3)cs2)CC1
x	-1	0.28	CCOc1ccc(N(CC(=O)Nc2cccc(OC)c2)S(=O)(=O)c2c(C)noc2C)cc1
-39	-0.87	-0.89	CCN(C(=O)c1cc(Cl)ccc1OC)c1ccccc1
-39	0.41	-0.49	O=C1CC(N2CCN(C/C=C/c3ccccc3)CC2)C(=O)N1Cc1cccs1 (configuration not stated)
-57	x	x	Oc1oc(-c2ccccc2Br)nc1C=Nc1ccc(Br)cn1
-4	3.5*	3.4*	Cc1cc(NC(=O)c2cccs2)n(-c2ccccc2)n1
x	-0.24	0.09	Fc1ccccc1NC(=S)NNc1ncc(C(F)(F)F)cc1Cl
-38	0.6	1.4	COc1cccc(CN(Cc2ccco2)S(=O)(=O)c2ccc(S(=O)(=O)NCc3ccccc3)cc2)c1OC
-7	-0.1	0.37	COc1ccc(Cc2nc(-c3cccc(C)c3)no2)cc1
-31	-0.85	-0.36	COc1ccc(Oc2ccc(N/C=C3/CCCC3=O)cc2)cc1
x	1.3	1.9	CC(=O)N(Cc1cccnc1)Cc1cc2ccc(C)cc2[nH]c1=O
u	0.07	0.7	CN(C)c1nc(NS(=O)(=O)c2ccc(Cl)cc2)nc(N(C)C)n1
-100	-1.6	-0.38	O=C(Cn1c(=O)n(CC2CCCO2)c(=O)c2ccccc21)c1ccc(Cl)c(Cl)c1 (configuration not stated)

# An excerpt from above, showing only sdo1 growth Rescue 24 h and sdo1 growth:
Compound | sdo1 growth Rescue 24 h | sdo1 growth
O=C(c1ccco1)N1CCN(c2nc(-c3ccc(F)cc3)cs2)CC1 | -0.35 | -0.42
CCOc1ccc(N(CC(=O)Nc2cccc(OC)c2)S(=O)(=O)c2c(C)noc2C)cc1 | 0.28 | -1

# Going on with the list:
INS promoter inh	sdo1 growth	sdo1 growth Rescue 24 h	smiles
6	x	x	O=C(/C(=C/O)N=Nc1ccccc1)c1ccc(Cl)cc1
x	-1.2	-0.69	O=C(CSc1ncnc2c1oc1ccccc12)Nc1ccccc1C(F)(F)F
12	x	x	S=C(Nc1ccccc1Cl)NC1CCCCCC1
x	-0.83	-0.18	COC(=O)c1c(CSc2ccc(Cl)cc2)noc1C(=O)NCc1ccco1
x	-0.49	-1.3	O=S(=O)(c1ccc(NCC2CCCCC2)nc1)N1CCOCC1
x	0.66	0.86	Cc1ccc(OCCn2cc(/C=C(\C#N)C(=O)NCC3CCCO3)c3ccccc32)cc1C (configuration not stated)
10	-0.49	0.17	CC(C)c1ccc(OCC(=O)Nc2cccc3c2CCCC3)cc1
10	-0.48	-0.24	COc1cc(OC)cc(-c2cc3nc(C)cc(N4CCN(C(=O)c5ccco5)CC4)n3n2)c1
x	0.07	0.93	CC1CCc2c(sc(NC(=O)Cn3nc(C(F)(F)F)c4c3CCCCC4)c2C#N)C1 (configuration not stated)
19	-0.89	-1.3	Cc1ccc2c(c1)c1c(n2CC(O)Cn2ccnc2C)C(=O)CCC1 (configuration not stated)
11	0.88	0.27	CC(C)CNC(=O)COc1ncnc2ccccc12
-32	-1.7	-0.81	CC(OC(=O)c1cc(=O)[nH]c2ccccc12)c1ccccc1 (configuration not stated)
33	-1.1	-0.59	CC1CC(C)CN(C(=O)c2ccccc2Nc2ccc(SC(F)F)cc2)C1 (configuration not stated)
41	0.09	-0.39	CC(C)CN1C(=O)C(=O)N(CC(=O)NCc2ccc3c(c2)OCO3)C1=O
17	-0.75	-0.02	COc1ccccc1C(=O)Nc1cc2ccccc2oc1=O
-37	-0.31	-0.33	CCn1c(=O)c(C(=O)CN2CCN(S(=O)(=O)c3cc(C)ccc3C)CC2)c(N)n(Cc2ccccc2)c1=O
33	x	x	NC(=O)c1c(NC(=S)Nc2ccc(F)cc2)sc2c1CCCC2
9	x	x	OCCNc1ncnc2c1sc1nc(N3CCOCC3)c3c(c12)CCC3
0	-1.1	-0.69	Cc1ccc(NC(=O)c2ccc(CSc3ccccn3)cc2)cc1
x	-0.31	-0.64	CCOc1cc(CNn2cn[nH]c2=S)cc(Cl)c1OCc1ccccc1F

# Sorted by the number under sdo1 growth (low to high): 3 from the list above
INS promoter inh	sdo1 growth	sdo1 growth Rescue 24 h	smiles
33	-1.1	-0.59	CC1CC(C)CN(C(=O)c2ccccc2Nc2ccc(SC(F)F)cc2)C1 (configuration not stated)
x	0.66	0.86	Cc1ccc(OCCn2cc(/C=C(\C#N)C(=O)NCC3CCCO3)c3ccccc32)cc1C (configuration not stated)
11	0.88	0.27	CC(C)CNC(=O)COc1ncnc2ccccc12
